NPY-Y2 antag – blocks the human neuropeptide Y Y2 receptor | P49146 | NPY-Y2 expressing cells, antagonist mode | inhibition, % at 2.7 µM | 140,000 compounds, 0.99% hits | AID 793; in the data active means inhibition above about 17%;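 further: 0% = vehicle with agonist challenge and 100% = reference antagonist with challenge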
Target sequence (P49146 whole entry, looked up): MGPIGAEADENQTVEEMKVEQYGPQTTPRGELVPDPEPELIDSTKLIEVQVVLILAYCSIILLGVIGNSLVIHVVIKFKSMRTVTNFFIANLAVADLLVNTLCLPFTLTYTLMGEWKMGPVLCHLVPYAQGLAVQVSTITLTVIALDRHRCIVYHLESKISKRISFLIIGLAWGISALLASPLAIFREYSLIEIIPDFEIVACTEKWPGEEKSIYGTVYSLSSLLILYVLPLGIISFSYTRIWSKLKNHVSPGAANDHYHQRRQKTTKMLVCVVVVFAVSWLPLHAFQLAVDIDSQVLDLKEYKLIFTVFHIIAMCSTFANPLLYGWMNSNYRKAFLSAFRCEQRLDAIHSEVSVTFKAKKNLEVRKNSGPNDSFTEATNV
Yeast lifespan up – extends the lifespan of yeast; S. cerevisiae growth with nicotinamide, OD615; deaD strain in restrictive glucose medium; inhibition of the nicotinamide effect, % at 10 µM; AID 775; 130,000 compounds, 0.68% hits;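 active means inhibition above a set limit, placed 3 SD over the median of all compounds, cut at about 26% in these data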;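 further: 0% = nicotinamide-treated wells and 100% = cells grown without nicotinamide; some compounds called inactive have numbers as strong as hits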
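assay system = DeaD-strain S. cerevisiae | measured by = absorbance at 615 nm | probe or stimulus = nicotinamide 1.5 mM | buffer or medium = CSMM-D glucose medium, restrictive | times = 48 h at 30 °C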
PTEN del growth – suppresses growth of cells with PTEN deletion | HCT116 PTEN-null viability, CellTiter-Glo, 60 h; hits give low values | viability, % at 10 µM | 140,000 compounds, 1.2% hits | AID 827;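 active means viability at or below a set limit, 4 SD under the median of all tested compounds, cut at about 3.7% in these data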;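 further: PTEN knockout HCT116 line with beta catenin targeted HCT116 as companion control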
E-sel TNF inh – TNF alpha driven E-selectin expression inhibition | HUVEC TNFa-induced E-selectin immunofluorescence, high content | inhibition, % at 2 µM | 120,000 compounds, 0.71% hits | AID 1246;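 active means inhibition above the batch mean plus 3 SD, and confirmed as a hit on visual image review, cut at about 43% in these data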;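 further: 0% = TNF-stimulated DMSO wells and 100% = unstimulated control wells; not every result past the cut was called active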
Phagocyt inh – blocks phagocytosis by macrophages. J774A.1 macrophage IgG-bead phagocytosis, imaging. inhibition, % at 5 µM. 110,000 compounds, 0.07% hits;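 active means inhibition above the mean of the plate negative controls plus 5 SD, cut at about 13% in these data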;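 further: phagocytic index as fraction of beads internalized from green versus red external bead signal; plate controls were DMSO negative control for no effect and cytochalasin-D positive control for full effect; some results beyond the cut were filed as inactive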
GALR2 blocker – blocks the human galanin receptor 2; GALR2-expressing cells, antagonist mode; inhibition, % at 4 µM; 140,000 compounds, 0.39% hits; AID 828; in the data active means inhibition above about 27%;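 further: cells stimulated with galanin 1-16 at roughly its EC80; 0% = agonist challenge control and 100% = basal control without agonist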
Target sequence (O43603 whole entry, looked up): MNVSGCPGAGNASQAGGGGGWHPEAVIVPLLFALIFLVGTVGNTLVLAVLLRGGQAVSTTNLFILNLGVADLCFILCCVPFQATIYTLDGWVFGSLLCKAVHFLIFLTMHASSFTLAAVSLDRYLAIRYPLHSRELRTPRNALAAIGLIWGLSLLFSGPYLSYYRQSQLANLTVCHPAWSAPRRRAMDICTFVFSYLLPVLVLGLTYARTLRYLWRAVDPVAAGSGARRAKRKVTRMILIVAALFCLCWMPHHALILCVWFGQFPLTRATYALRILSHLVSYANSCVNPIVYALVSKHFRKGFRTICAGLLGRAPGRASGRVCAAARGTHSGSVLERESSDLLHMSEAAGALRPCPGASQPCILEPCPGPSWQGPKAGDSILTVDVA
HCT116 bCat-KO – beta-catenin-lacking colon tumor cell growth suppression | HCT116 beta-catenin knockout viability, CellTiter-Glo, 60 h; hits give low values | viability, % at 10 µM | 140,000 compounds, 1.5% hits;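 active means viability at or under a set limit, the compound median less 4 SD, cut at about 6% in these data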;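 further: 0% = Hyamine 1622 control at 20 µM and 100% = untreated cell control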
BB579 growth dn – reduces growth of yeast BB579 in restrictive medium. S. cerevisiae BB579 growth, OD615, 48 h. inhibition, % at 10 µM. 140,000 compounds, 0.51% hits. AID 804;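 active means inhibition above a set limit, 3 SD over the mean compound inhibition, cut at about 44% in these data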; further: inactives centre near -24
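Test system: Saccharomyces cerevisiae DeaD strain BB579, replicative lifespan model yeast | Buffer or medium: Restrictive CSMM-D medium | Doses: One dose, 10 µM compound with 0.25% DMSO | Incubation: 48 h exposure, 30 °C | Detection: Culture absorbance at 615 nm | Control set: Amphotericin B at 10 µg/mL as positive control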
MRP1 act – MRP-1 activation | viability increase, % at 10 µM | AID 799 | 140,000 compounds, 0.61% hits | H69AR cells + doxorubicin, viability rescue, CellTiter-Glo;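 active means viability gain under doxorubicin at or above a set limit, the compound median plus 3 SD, cut at about 4.7% in these data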;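 further: MRP-1 overexpressing cells given doxorubicin 25 µM after compound pretreatment; 18-22 h compound pretreatment then 72 h with doxorubicin before readout; 0% = doxorubicin-only wells and 100% = vehicle-treated cells without doxorubicin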
Measles CPE – protection of cells from measles virus; protection (pct of control), % at 4 µM; 140,000 compounds, 1.5% hits; Measles virus-infected cells, CPE protection, absorbance; in the data active means protection mostly above about 24%, no sharp cut-off; inactive means mostly below about 26%; further: some compounds called inactive have numbers as strong as hits
Starred values were filed as active, the others as inactive; nt = not tested or not shown.

Values in the order – NPY-Y2 antag	Yeast lifespan up	PTEN del growth	E-sel TNF inh	Phagocyt inh	GALR2 blocker	HCT116 bCat-KO	BB579 growth dn	MRP1 act	Measles CPE
1: O=C(c1ccccc1)c1nn(-c2ccc(Cl)cc2)c(=O)cc1C(F)(F)F
    2	32*	1.7*	-31	nt	-5	2.2*	-14	-5.3	11
2: Cc1ccc(NC(=O)CN2C(=O)NC3(CCc4ccccc43)C2=O)cc1Cl (stereo not given)
    -2	-7	90	10	nt	28*	77	-70	-0.8	22
3: O=C(c1ccccc1)N1CCCC(C(=O)N2CCc3ccccc3C2)C1 (stereo not given)
    3	-16	81	-8	-1	-10	91	-41	-1.9	4
4: CCN(CC(=O)NC(c1ccccc1)c1ccccc1)Cc1nc2ccccc2c(=O)[nH]1
    2	-24	84	-6	nt	-2	80	-26	-3.0	21*
5: Cc1ccoc1C(=O)Nc1cccc(Oc2ccccc2)c1
    1	-31	89	5	1	-2	93	-36	3.8	13
6: CC(C)n1c(-c2ccccc2F)n[nH]c1=S
    -1	60	88	-12	nt	3	91	13	0.1	32
7: CN1CCN(CCCc2c3c(cc4c2CCC4)CCC3)CC1
    6	2	91	-3	2	-6	92	-14	-2.2	25
8: Cc1cc2oc(C(=O)NC3CCS(=O)(=O)C3)c(C)c2cc1C (stereo not given)
    2	-8	118	10	-1	-6	101	-39	0.5	10
9: CCOC(=O)c1[nH]c2cc(OC)c(OC)cc2c1N
    6	-10	100	8	1	1	102	-28	8.5*	5
10: Clc1ccc(CN2C3=NCCN3c3ccccc32)cc1
    7	2	67	-7	-2	13	76	-58	-4.1	4
11: COCC(O)CNc1ccccc1 (stereo not given)
    3	-4	103	nt	-10	-1	106	-6	-0.9	10
12: CCCOc1ccc(-c2c(C(=O)N/N=C/c3ccc(OC)cc3)nnn2-c2nonc2N)cc1
    -4	3	75	nt	-12	-10	87	-17	0.8	7
13: Cc1cc(O)ccc1Nc1nc2ccccc2nc1Nc1ccc(O)cc1C
    -1	-11	6	nt	-2	-1	9	-59	-2.2	4
14: CCCC(=O)NC(c1cccs1)c1cc([N+](=O)[O-])c2cccnc2c1O (stereo not given)
    7	-2	4	nt	nt	-2	5.5*	47*	-1.4	15
15: CCn1c(Cc2ccccc2)nnc1SCC(=O)OC(C)C
    5	-3	100	-67	0	14	98	-16	-0.2	6
16: Cc1nnc2n1NC(c1ccc(Cl)cc1)C(C(=O)N1CCC(C)CC1)S2 (stereo not given)
    6	-4	92	-39	0	-2	92	-31	-2.4	4
17: COC(=O)c1ccc(-c2csc(NC(=O)c3ccc(S(=O)(=O)N4CCc5ccccc5C4)cc3)n2)cc1
    2	9	17	nt	-9	-1	39	-58	-4.3	4
18: O=C(/C=C/c1ccccc1)c1ccccc1
    2	-2	2.0*	nt	nt	-6	2.1*	-23	-3.4	14
19: CC(=O)OCC(OC(C)=O)C(OC(C)=O)C(OC(C)=O)C(=O)Nc1ccc(C)cc1C (stereo not given)
    1	1	107	26	0	9	99	-41	0.7	2
20: O=C(NCc1nc2ccccc2[nH]1)c1cccs1
    1	-2	90	23	-1	-2	88	1	-0.2	18
21: O=C1c2cccnc2C(=O)N1Cc1ccc(F)cc1
    7	-23	87	nt	nt	-10	93	-15	0.5	22
22: COc1cccc(C(C#N)N2N=C(C)CC2(C)C)c1O (stereo not given)
    0	-16	91	33	nt	3	91	-19	-1.0	6
23: Cc1nc(NC(=S)NC(=O)c2cccs2)ccc1Br
    3	0	84	-3	-7	5	82	-52	-2.5	5
24: O=C1c2ccccc2C(=O)N1CCCCON1C(=O)c2ccccc2C1=O
    3	3	107	-6	-3	8	103	-1	-1.0	8
25: CCOC(=O)c1ccc(Oc2c(C)oc3cc(OS(C)(=O)=O)ccc3c2=O)cc1
    0	1	79	nt	-10	1	82	-18	-3.5	20
26: COc1cc(OC)c(NC(=O)c2ccc(Br)o2)cc1Cl
    -1	-12	94	14	0	5	90	-5	-5.1	20
27: Cn1nccc1/C=C(/C#N)S(=O)(=O)c1ccccc1
    2	21	105	9	-2	-15	109	-55	-0.4	5
28: CCCCOC(=O)Nc1ccc(S(=O)(=O)Nn2cnnc2)cc1
    1	-11	93	-6	1	9	106	-34	-0.6	18*
29: CCc1cc2cccc(C)c2nc1SCC(=O)N1CCN(C(=O)c2ccco2)CC1
    7	-7	100	2	0	11	93	-47	-1.5	11
30: CCOC(=O)C(CSCc1ccccc1)NC(=O)OC(C)(C)C (stereo not given)
    4	-6	95	2	0	-12	103	-15	-0.8	nt
31: O=S(=O)(N1CCCCC1)n1nnc2ccccc21
    5	-8	92	8	0	8	91	-50	-0.8	5
32: COc1ccc(/C=C2\SC(=N)N(c3nccs3)C2=O)cc1OC
    8	38*	11	nt	1	-2	15	-28	-5.1	5
33: COc1ccc(N=Nc2nc3ccc(Br)cc3n2C)cc1
    1	-15	86	19	nt	7	95	-27	2.2	9
34: CC(C)OC(=O)c1cccc(C(=O)OCc2ccco2)n1
    2	-3	73	8	4	-3	65	-34	-3.2	3
35: O=C(COc1cccnc1[N+](=O)[O-])Nc1ccccc1Sc1ccccc1
    1	-3	92	nt	-9	5	87	-14	-0.1	8
36: COCCN(CC(=O)Nc1ccc(F)cc1)S(=O)(=O)c1ccc(S(=O)(=O)N2CCCC2)cc1
    -4	-3	95	-3	-3	-5	90	-47	-2.9	16
37: Cc1cc(C)c2c(N)c(C(=O)Nc3ncc(C)s3)sc2n1
    0	nt	75	-10	nt	22	72	-13	-4.0	14
38: COc1ccc2c(c1)O[C@@H](c1ccc3c(c1)OCO3)[C@H](OC(=O)Nc1cc(OC)c(OC)c(OC)c1)C2=O
    1	-2	15	-3	nt	-3	16	-22	-1.4	4
39: Cc1ccccc1CSCC(=O)c1c(N)n(CC(C)C)c(=O)n(C)c1=O
    0	-12	50	-3	2	0	54	-55	-2.4	4
40: COc1cccc2c(=O)n(CC(=O)N3CCCCC3)ccc12
    1	-8	86	-9	0	5	104	15	0.3	11
41: Cc1ccccc1Cn1nc(C)c(NC(=O)C(F)(F)F)c1C
    2	2	97	nt	-2	6	93	-10	1.9	2
42: COC(=O)[C@@H]1CC[C@H](C)[C@@H](c2ccc(C)cc2)N1C(=O)c1ccc(/C=N/OCC[C@@H]2C=C[C@H](OC(C)=O)[C@@H](COC(C)=O)O2)cc1
    16	4	71	nt	nt	-16	74	-36	-3.9	2
43: CCOC(=O)c1ccc(/C=C2/C=C(c3ccccc3)N(c3ccc(Cl)c(C(=O)O)c3)C2=O)cc1
    2	9	11	8	-6	-2	11	-35	-4.7	3
44: O=S(=O)(c1ccccc1)N(Cc1ccccc1)c1ccccn1
    0	-7	85	6	0	-7	86	-54	-0.7	4
45: Cn1c(=O)c2c(SCc3ccccn3)nc(CC(C)(C)C)nc2n(C)c1=O
    9	7	75	6	0	-13	85	-13	-1.8	12
46: CCS(=O)(=O)C(=C1Nc2ccccc2N1)S(=O)(=O)CC
    2	nt	97	-23	nt	2	98	-43	-0.3	4
47: COC(=O)c1ccc(/C=N/NC(=O)c2ccccc2Cl)cc1
    6	-4	95	nt	-11	-2	101	5	-1.6	13
48: CCOc1ccccc1C(=O)NC(C(=O)Nc1ccccc1N1CCOCC1)C(C)C (stereo not given)
    4	-1	85	nt	0	0	85	-30	-0.6	8
49: CC(=O)Nc1ccc(S(=O)(=O)NCCSCc2ccccc2Cl)cc1
    -1	0	45	nt	-10	15	32	-36	-1.2	2
50: COc1cc(/C=C2/CCC/C(=C\c3cc(O)c(OC)c(Cl)c3)C2=O)cc(Cl)c1O
    -1	-2	1.9*	-28	nt	5	2.0*	-25	-6.0	8
51: COc1ccc(NC(=S)N(CCCN2CCOCC2)Cc2cn(C)c3ccccc23)cc1
    2	1	73	5	-1	5	75	-36	-3.2	4
52: CCOC(=O)C(C(=O)OCC)C1N=C(N)N=C2Oc3ccccc3N21 (stereo not given)
    -1	-2	97	1	-1	-9	103	-51	-0.3	5
53: CCOC(=O)c1c(NC(=O)/C=C/c2ccc3c(c2)OCO3)sc(C)c1C
    -2	-22	92	7	0	0	91	-8	-2.4	4
54: CC(NC(=S)Nc1ccc(S(=O)(=O)N2CCOCC2)cc1)C1CC2CCC1C2 (stereo not given)
    1	-2	55	nt	-7	0	69	-1	-4.1	15
55: COc1ccc(S(=O)(=O)N2CCCCCC2)cc1N(C)S(=O)(=O)c1ccccc1
    0	6	74	-4	0	-10	78	0	-0.8	6

Among those listed so far, eleven contain four or more nitrogen atoms:
Values in the order – NPY-Y2 antag	Yeast lifespan up	PTEN del growth	E-sel TNF inh	Phagocyt inh	GALR2 blocker	HCT116 bCat-KO	BB579 growth dn	MRP1 act	Measles CPE
4: CCN(CC(=O)NC(c1ccccc1)c1ccccc1)Cc1nc2ccccc2c(=O)[nH]1
    2	-24	84	-6	nt	-2	80	-26	-3.0	21*
12: CCCOc1ccc(-c2c(C(=O)N/N=C/c3ccc(OC)cc3)nnn2-c2nonc2N)cc1
    -4	3	75	nt	-12	-10	87	-17	0.8	7
13: Cc1cc(O)ccc1Nc1nc2ccccc2nc1Nc1ccc(O)cc1C
    -1	-11	6	nt	-2	-1	9	-59	-2.2	4
16: Cc1nnc2n1NC(c1ccc(Cl)cc1)C(C(=O)N1CCC(C)CC1)S2 (stereo not given)
    6	-4	92	-39	0	-2	92	-31	-2.4	4
28: CCCCOC(=O)Nc1ccc(S(=O)(=O)Nn2cnnc2)cc1
    1	-11	93	-6	1	9	106	-34	-0.6	18*
31: O=S(=O)(N1CCCCC1)n1nnc2ccccc21
    5	-8	92	8	0	8	91	-50	-0.8	5
33: COc1ccc(N=Nc2nc3ccc(Br)cc3n2C)cc1
    1	-15	86	19	nt	7	95	-27	2.2	9
37: Cc1cc(C)c2c(N)c(C(=O)Nc3ncc(C)s3)sc2n1
    0	nt	75	-10	nt	22	72	-13	-4.0	14
45: Cn1c(=O)c2c(SCc3ccccn3)nc(CC(C)(C)C)nc2n(C)c1=O
    9	7	75	6	0	-13	85	-13	-1.8	12
51: COc1ccc(NC(=S)N(CCCN2CCOCC2)Cc2cn(C)c3ccccc23)cc1
    2	1	73	5	-1	5	75	-36	-3.2	4
52: CCOC(=O)C(C(=O)OCC)C1N=C(N)N=C2Oc3ccccc3N21 (stereo not given)
    -1	-2	97	1	-1	-9	103	-51	-0.3	5

Bioassay records: PubChem BioAssay, several laboratories
